Abeta yeast res: compounds reversing amyloid beta toxicity in yeast; 0.063% of 410,000 active; Potency, µM (doses to about 46.1 µM), inactives show at the top dose growth rescue, usual class: activators; AID 1347071; yeast expressing A-beta42, growth rescue, OD600, 48 h; response scale: 0% DMSO, 100% iron-clioquinol control; also: potency is read from the fitted curve at half-maximal effect; nearly all actives have a fitted effect of over 55% in size
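Yeast A-beta toxicity model in growth medium with pinned compounds, 48 h at 30 C; growth read as absorbance at 600 nm. Normalized to FeCl3/clioquinol equimolar mix (positive) and DMSO (negative).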
EPAC1 agonist: activates human EPAC1 exchange factor; O95398; EPAC1 agonist qHTS, biochemical assay; response scale: 100% = response to 6.5 mM cAMP; Potency, µM (highest dose often 154 µM), inactives show at the top dose activation, hits mostly activators; 0.073% of 360,000 active; AID 720707; also: potency is read from the fitted curve at half-maximal effect; nearly all actives have a fitted effect of over 60% in size
Target sequence (O95398 whole entry, looked up): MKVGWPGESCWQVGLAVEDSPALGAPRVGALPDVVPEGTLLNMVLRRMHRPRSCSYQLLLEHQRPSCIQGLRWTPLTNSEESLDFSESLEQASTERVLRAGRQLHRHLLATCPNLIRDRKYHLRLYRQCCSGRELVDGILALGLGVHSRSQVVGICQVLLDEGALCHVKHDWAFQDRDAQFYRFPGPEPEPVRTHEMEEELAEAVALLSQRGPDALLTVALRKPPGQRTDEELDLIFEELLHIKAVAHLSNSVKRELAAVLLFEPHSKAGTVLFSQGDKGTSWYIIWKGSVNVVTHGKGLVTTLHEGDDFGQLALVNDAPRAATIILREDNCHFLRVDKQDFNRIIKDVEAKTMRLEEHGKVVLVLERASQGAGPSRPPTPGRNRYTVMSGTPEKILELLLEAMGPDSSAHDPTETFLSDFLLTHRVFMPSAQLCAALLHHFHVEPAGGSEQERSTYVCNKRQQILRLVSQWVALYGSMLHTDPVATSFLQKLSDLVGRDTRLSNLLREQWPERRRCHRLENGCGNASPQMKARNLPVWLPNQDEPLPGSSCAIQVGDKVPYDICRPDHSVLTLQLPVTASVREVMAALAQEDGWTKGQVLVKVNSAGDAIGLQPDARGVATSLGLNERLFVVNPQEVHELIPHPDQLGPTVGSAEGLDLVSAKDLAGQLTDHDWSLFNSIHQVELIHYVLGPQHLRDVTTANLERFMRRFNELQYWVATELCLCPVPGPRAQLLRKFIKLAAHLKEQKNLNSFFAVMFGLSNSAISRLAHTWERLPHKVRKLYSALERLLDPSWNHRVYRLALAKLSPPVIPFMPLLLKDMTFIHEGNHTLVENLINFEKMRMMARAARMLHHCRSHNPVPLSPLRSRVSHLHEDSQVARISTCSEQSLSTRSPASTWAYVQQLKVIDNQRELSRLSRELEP
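Compounds were pinned as a concentration titration into mixtures of EPAC1 (100 nM), BODIPY-GDP-loaded Rap1B (250 nM) and GDP (50 uM). After 5 min at room temperature, fluorescence was followed for 30 min; activity was scaled to 6.5 mM cAMP.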
PLK1 PBD inh: inhibitors of human PLK1 polo-box domain binding. P53350. Plk1 PBD binding of FITC phosphopeptide, fluorescence polarization. Potency, µM, inactives show max response, negative = inhibition, most hits filed as inhibitors. 2.8% of 360,000 active. AID 720504; also: potency is read from the fitted curve at half-maximal effect; series mostly up to about 57 µM; % is scaled to controls: 0 for no effect and ±100 for the full control effect; nearly all actives have a fitted effect of over 65% in size
WRN helicase inh: blocks human WRN helicase. Q14191. WRN helicase unwinding, fluorescent forked duplex, kinetic. Potency, µM (doses to about 114 µM), inactives show at the top dose activity change, negative = inhibition, usual class: inhibitors. 0.46% of 360,000 active; also: potency is read from the fitted curve at half-maximal effect; % is scaled to controls: 0 for no effect and ±100 for the full control effect; nearly all actives have a fitted effect of over 55% in size
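Fluorescence dequenching readout, ex 525 nm/em 598 nm, kinetic mode: forked duplex DNA (100 nM final) with adjacent fluorophore and quencher unwound by WRN (20 nM final) with 2 mM ATP. Compound preincubation 15 min, room temperature.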
EPAC1 antagonist: blocks human EPAC1 exchange factor; O95398; EPAC1 GEF assay, Rap1b-BODIPY-GDP exchange fluorescence; Potency, µM (top dose mostly 115 µM), for inactives: top-dose activity change, negative = inhibition, hits mostly inhibitors; 0.14% of 360,000 active; AID 720709;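 also: potency is read from the fitted curve at half-maximal effect; plate controls were vehicle for no effect and positive control for full effect; nearly all actives have a fitted effect of over 50% in size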
PI5P4K alpha inh: inhibitors of human PI5P4K alpha. PI5P4Kalpha enzyme, ADP-Glo luminescence, 60 min; stronger effect = lower value. max response, %. 1.2% of 330,000 active; active = max response of -50% or lower; inconclusive = between -30% and -50%; inactive = -30% or higher; also: value at the top dose of about 77 µM; % is scaled to controls: 0 for no effect and ±100 for the full control effect
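Controls without substrate or without enzyme flank wells where PI5P4Kalpha converts substrate using 5 microM ATP (final). Incubation lasts 60 minutes at room temperature; ADP formed is read by ADP-Glo luminescence.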
IL2 activator: activators of IL-2; IL-2 activation reporter assay, cell-based qHTS; stimulated with anti-CD3/CD4/CD28 beads; in transgenic mouse T cells; activation, % (series mostly up to about 46 µM); 0.065% of 360,000 active; AID 652025; in the data active = activation above about 50%; inconclusive = mostly about 30% to 49%; also: 0% is about no effect
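Readout is EGFP and DsRed signal by fluorescent plate cytometry after 18 h at 37 degrees C. Transgenic mouse T cells (750/well) received compound for 60 min before bead stimulation (anti-CD3, anti-CD4, anti-CD28); memory T cells served as non-tolerant control.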
FUS suppressor: suppressors of FUS proteinopathy in yeast; S. cerevisiae FUS-expressing, growth rescue, OD600, 24 h; 0.24% of 390,000 active; Potency, µM (titrated, usually from 76.6 µM), for the others: top-dose growth rescue (activation), actives largely listed as activators;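 also: potency is read from the fitted curve at half-maximal effect; plate controls were DMSO vehicle for no effect and reference control for full effect; nearly all actives have a fitted effect of over 55% in size; some results filed as inactive show a strong effect at the top dose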
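Galactose (2%) drives FUS expression in yeast precultured in raffinose; seeding density OD 0.005. Test compounds incubated 24hr at 30C and 99% humidity before absorbance at 600 nm was measured.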
Starred values were filed as active, the others as inactive; ? = inconclusive; / = not tested or not shown; [ ] = dose if it differs, or a comment. Unless noted, calls follow the shape of the dose curve; as a rule, active = well fitted curve in the direction sought with a large enough effect; inconclusive = small, poorly fitted or top-dose-only effect, or another doubt; inactive = no such curve, though single readings can be large; an effect the other way counts as inactive or inconclusive.

Keys: A = Abeta yeast res; B = EPAC1 agonist; C = PLK1 PBD inh; D = WRN helicase inh; E = EPAC1 antagonist; F = PI5P4K alpha inh; G = IL2 activator; H = FUS suppressor
Nn1c(SCC(=O)N2CCN(S(=O)(=O)c3ccc(Cl)cc3)CC2)nnc1-c1cccs1
  A: -0.6%; B: 6.0%; C: -8.7%; D: 0.9%; E: 10.8%; F: -3.4; G: 0.1; H: ?
C[C@@H]1CC=C[C@H]2[C@H]1C(=O)N(Cc1ccccc1)[C@H]2c1ccc(-c2ccoc2)cc1F
  A: 2.1%; B: -6.4%; C: -18.6%; D: -9.5%; E: 5.1%; F: -1.9; G: -0.3; H: 34.0%
Nc1nonc1-n1nnc(C(=O)N/N=C/c2cccc(F)c2)c1-c1ccccc1
  A: 0.0%; B: -7.0%; C: -14.9%; D: 0.2%; E: 4.5%; F: -5.0; G: 1.8; H: 24.8%
CN(C(=O)c1cccc(NC(=O)Cc2ccc(NC(=O)C3CCCN(C(=O)C4CCCC4)C3)cc2)c1)C1CCC1 (stereo not given)
  A: -3.0%; B: -5.4%; C: -8.1%; D: -2.0%; E: 0.2%; F: 1.3; G: -0.3; H: ?
Cc1cccc(OC2CCN(Cc3c(C(=O)N4CCCC4)nc4ccccn34)CC2)c1
  A: -4.6%; B: 6.5%; C: -9.7%; D: -2.8%; E: -4.5%; F: 0.2; G: -0.1; H: -8.1%
CC1(C)C2CCC(C2)C1(C)N=C1OC(CCl)CS1 (stereo not given)
  A: 17.8%; B: -4.5%; C: 1.6%; D: -0.2%; E: -5.6%; F: 3.0; G: -4.7; H: 9.5%
C(=N\Nc1nc(N2CCCC2)nc(N2CCCC2)n1)/c1cccnc1
  A: 8.5%; B: 8.1%; C: -6.7%; D: -6.4%; E: 5.5%; F: -4.4; G: 1.4; H: 0.0%
CCN1CCSc2ccc(C(=O)NCc3ccccc3C)cc21
  A: 0.5%; B: 6.7%; C: -4.7%; D: -1.3%; E: -5.9%; F: -10.8; G: -2.9; H: 12.6%
CCOC(=O)C1CCCN(C(=O)c2ccccc2OC(F)(F)F)CC1 (stereo not given)
  A: -5.1%; B: -3.4%; C: -5.3%; D: -0.5%; E: 6.4%; F: 6.4; G: -0.6; H: 1.3%
CCC1(c2ccccc2)NC(=O)N(CC(=O)N(C)Cc2c(F)cccc2Cl)C1=O (stereo not given)
  A: -28.3%; B: 0.5%; C: -0.4%; D: -8.3%; E: -9.0%; F: -8.6; G: -2.6; H: -1.9%
CC1CC(C)CN(c2oc(-c3ccccc3F)nc2C#N)C1 (stereo not given)
  A: -6.3%; B: -7.6%; C: 3.5%; D: 6.3%; E: 2.6%; F: 17.6; G: -4.0; H: 3.8%
COc1ccc(S(=O)(=O)Cc2ccc(C(=O)NCc3ccccc3OC)o2)cc1
  A: /; B: 7.1%; C: -14.5%; D: -10.7%; E: -20.4%; F: -3.2; G: -0.8; H: 22.5%
Cc1nc(NCCN)c(C#N)c2c1COC(C)(C)C2
  A: 1.2%; B: -1.4%; C: -0.6%; D: -6.4%; E: 7.1%; F: -9.7; G: -6.2; H: /
COc1cc(OC)cc(C2=Cc3ccc(OC)cc3C(CC(C)=O)N2c2ccc(C#CC3(O)CCCCC3)cc2)c1 (stereo not given)
  A: 5.5%; B: 8.0%; C: 5.1%; D: -5.0%; E: 3.1%; F: 17.8; G: 0.6; H: ?
Cc1cccc(OCC(O)CN2CCN(S(=O)(=O)c3ccc(C)cc3C)CC2)c1 (stereo not given)
  A: 11.9%; B: 1.9%; C: -3.3%; D: 2.1%; E: -22.3%; F: -2.4; G: 1.0; H: 15.8%
O=C(NCCCN1CCCC1=O)c1ccc([N+](=O)[O-])s1
  A: 10.3%; B: 12.7%; C: -1.1%; D: -5.2%; E: 5.2%; F: 7.7; G: -4.8; H: -17.6%
CCn1c(O)c(N=NC(=O)CNC(=O)/C=C/c2ccccc2)c2ccccc21
  A: -6.7%; B: 0.6%; C: -12.5%; D: 0.1%; E: ?; F: -2.0; G: -2.4; H: 15.4%
CCOC(=O)c1c(NC(=O)COC(=O)CNC(=O)c2ccco2)sc(C(C)=O)c1C
  A: 11.3%; B: -9.1%; C: -6.8%; D: -9.6%; E: -1.8%; F: -7.4; G: -2.3; H: /
O=C(COc1c(Br)cc(Br)c2cccnc12)N1CCc2ccccc2C1
  A: 15.6%; B: 5.9%; C: -5.8%; D: -7.5%; E: -1.3%; F: /; G: -0.6; H: 6.0%
CC(C)(C)NC(=O)CN(C(=O)CSc1nnc(COc2ccccc2)o1)c1cccc(F)c1
  A: 0.7%; B: 11.9%; C: 3.7%; D: -13.8%; E: -6.5%; F: /; G: -1.9; H: 25.9%
Cc1nonc1C1CCCN1C(=O)c1cc(COc2ccc(F)cc2Cl)on1 (stereo not given)
  A: 4.1%; B: 4.1%; C: 5.3%; D: 0.6%; E: -8.1%; F: -1.6; G: -3.5; H: ?
CCOC(=O)c1c(COc2ccccc2)oc2ccc(O)cc12
  A: -3.3%; B: 22.1%; C: 0.4%; D: -13.9%; E: -6.8%; F: 8.2; G: -1.4; H: 6.1%
Cc1ccc(F)cc1NC(=O)Cc1ncc(C(F)(F)F)cc1Cl
  A: 22.9%; B: -1.1%; C: -1.5%; D: 1.7%; E: -3.3%; F: -3.8; G: 0.7; H: 30.0%
CC(C)(C)OC(=O)C[C@@H]1C/C=C\C[C@H](CC(=O)N(CCO)Cc2ccccc2)C(=O)N[C@@H](Cc2c[nH]c3ccccc23)COC1=O
  A: 2.8%; B: -18.2%; C: -12.1%; D: 4.2%; E: -5.9%; F: -2.2; G: 0.9; H: ?
CN1CCN(c2nc3c(c(=O)n(C)c(=O)n3C)n2Cc2ccc(F)cc2)CC1
  A: 3.6%; B: -7.3%; C: 4.4%; D: 12.3%; E: 0.2%; F: -8.6; G: -0.4; H: -11.0%
CC(NS(C)(=O)=O)C(c1cccs1)N1CCN(c2ccccc2)CC1 (stereo not given)
  A: 4.0%; B: 9.7%; C: -6.0%; D: -13.1%[57.1 µM]; E: -1.6%; F: /; G: -3.6; H: -8.8%

A different layout for part of the listing above:
Values run as follows: Abeta yeast res, EPAC1 agonist, PLK1 PBD inh, WRN helicase inh, EPAC1 antagonist, PI5P4K alpha inh, IL2 activator, FUS suppressor
CCOC(=O)c1c(NC(=O)COC(=O)CNC(=O)c2ccco2)sc(C(C)=O)c1C
  11.3%, -9.1%, -6.8%, -9.6%, -1.8%, -7.4, -2.3, /
O=C(COc1c(Br)cc(Br)c2cccnc12)N1CCc2ccccc2C1
  15.6%, 5.9%, -5.8%, -7.5%, -1.3%, /, -0.6, 6.0%
CC(C)(C)NC(=O)CN(C(=O)CSc1nnc(COc2ccccc2)o1)c1cccc(F)c1
  0.7%, 11.9%, 3.7%, -13.8%, -6.5%, /, -1.9, 25.9%
Cc1nonc1C1CCCN1C(=O)c1cc(COc2ccc(F)cc2Cl)on1 (stereo not given)
  4.1%, 4.1%, 5.3%, 0.6%, -8.1%, -1.6, -3.5, ?
CCOC(=O)c1c(COc2ccccc2)oc2ccc(O)cc12
  -3.3%, 22.1%, 0.4%, -13.9%, -6.8%, 8.2, -1.4, 6.1%
Cc1ccc(F)cc1NC(=O)Cc1ncc(C(F)(F)F)cc1Cl
  22.9%, -1.1%, -1.5%, 1.7%, -3.3%, -3.8, 0.7, 30.0%
CC(C)(C)OC(=O)C[C@@H]1C/C=C\C[C@H](CC(=O)N(CCO)Cc2ccccc2)C(=O)N[C@@H](Cc2c[nH]c3ccccc23)COC1=O
  2.8%, -18.2%, -12.1%, 4.2%, -5.9%, -2.2, 0.9, ?
CN1CCN(c2nc3c(c(=O)n(C)c(=O)n3C)n2Cc2ccc(F)cc2)CC1
  3.6%, -7.3%, 4.4%, 12.3%, 0.2%, -8.6, -0.4, -11.0%
CC(NS(C)(=O)=O)C(c1cccs1)N1CCN(c2ccccc2)CC1 (stereo not given)
  4.0%, 9.7%, -6.0%, -13.1%[57.1 µM], -1.6%, /, -3.6, -8.8%

Source: PubChem BioAssay
